Tau FP inhib: blocks human tau fibril formation measured by polarization; Potency, µM (top dose mostly 57.7 µM), without a hit: top-dose activity, negative = inhibition, actives largely listed as inhibitors; K18 P301L tau heparin fibrillization, Alexa594 FP, 6 h; 280,000 tested, 0.39% active; AID 1468; P10636; note: potency is the fitted concentration of half-maximal effect; % is set by controls: 0 for no effect and ±100 for the full control effect; nearly all actives have a fitted effect of over 55% in size
Target sequence (P10636 561-689 P618L limits assumed): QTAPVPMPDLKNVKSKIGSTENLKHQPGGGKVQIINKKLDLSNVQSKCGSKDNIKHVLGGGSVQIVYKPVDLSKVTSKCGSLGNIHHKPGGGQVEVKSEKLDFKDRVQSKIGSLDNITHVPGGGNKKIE
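Compound effects on tau fibrillization are measured by Alexa 594 fluorescence polarization (ex 555, em 632 nm). K18 P301L tau is used at 15 uM with 0.24 uM labeled tracer, and 20 uM heparin induces aggregation over 6 hr at 37 C.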
NPSR antagonist: neuropeptide S receptor (human) antagonism, cAMP; CHO-NPSR cells, cAMP TR-FRET, antagonist mode; Potency, µM (top dose mostly 38.3 µM), inactives show at the highest dose activity change, negative = inhibition, hits mostly inhibitors; 220,000 tested, 1% active; Q6W5P4; note: potency is the fitted concentration of half-maximal effect; % is set by controls: 0 for no effect and ±100 for the full control effect; nearly all actives have a fitted effect of over 50% in size; many of its hits are not listed in these tables
Target sequence (Q6W5P4 whole entry, looked up): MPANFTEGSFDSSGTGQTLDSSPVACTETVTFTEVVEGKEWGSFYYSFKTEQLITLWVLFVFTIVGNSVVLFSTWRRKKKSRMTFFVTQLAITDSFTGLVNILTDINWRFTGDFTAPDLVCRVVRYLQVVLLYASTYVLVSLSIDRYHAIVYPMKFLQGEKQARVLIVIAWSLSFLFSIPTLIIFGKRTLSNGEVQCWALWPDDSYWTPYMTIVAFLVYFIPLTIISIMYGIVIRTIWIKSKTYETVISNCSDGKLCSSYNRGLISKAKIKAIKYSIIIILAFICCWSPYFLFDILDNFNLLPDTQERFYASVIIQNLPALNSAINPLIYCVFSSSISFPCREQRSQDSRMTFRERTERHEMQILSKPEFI
TexasRed fluor: counter-screen for TRb-SRC2 inhibitors: fluorescence interference. TRb/SRC2 Texas Red total fluorescence interference. Potency, µM (top dose mostly 106 µM), without a hit: top-dose fluorescence change, negative = quenching. 280,000 tested, 0.29% active. AID 1479; active = well fitted curve in either direction with a large enough effect; inconclusive = small, poorly fitted or top-dose-only effect; note: potency is the fitted concentration of half-maximal effect; % is set by controls: 0 for no effect and ±100 for the full control effect
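Human TRb ligand-binding domain at 0.6 uM with 20 nM Texas Red SRC2 peptide in Tris buffer containing 1 uM T3 and 5% DMSO, incubated with compound 5 h at ambient temperature. Total fluorescence (555/632 nm) calculated as parallel + 2 × perpendicular.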
Epigenetic reg: derepresses silenced GFP reporter in murine cells; AID 1865; Potency, µM (titrated, usually from 53.9 µM), without a hit: at the top dose GFP activation, hits mostly activators; murine LDR cells, GFP reporter derepression, 30 h; 280,000 tested, 0.2% active; note: potency is the fitted concentration of half-maximal effect; % of control where 0% means no effect; nearly all actives have a fitted effect of over 60% in size
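GFP-positive cell count by laser-scanning cytometry (objects 20–120 um) after 30 h, 37 C compound exposure of murine LDR cells; reporter is CMV-GFP integrated at a silenced locus, inducible by HDAC or DNMT inhibitors.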
GLA spleen mod: inhibitors or activators of human alpha-galactosidase in spleen homogenate | 240,000 tested, 0.008% active | P06280 | Potency, µM (doses to about 80 µM), inactives show at the top dose activity change, negative = inhibition, hits mostly inhibitors | AID 2107 | human spleen homogenate, 4MU-alpha-Gal fluorescence, 40 min;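 note: potency is the fitted concentration of half-maximal effect; 0% = enzyme with vehicle and -100% = no enzyme basal signal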
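qHTS titration in buffer at pH 5.0. Alpha-galactosidase activity in spleen homogenate was measured via 4-methylumbelliferone release from 1 mM fluorogenic substrate after 40 min at 37C and a pH 10 stop. AC50 came from Hill fits of control-normalized data.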
CBFb-RUNX1 inh: inhibitors of human CBF-beta and RUNX1 interaction. Q01196+Q13951. AlphaScreen CBFb-His/RUNX1-biotin binding, biochemical. Potency, µM (titrated, usually from 59.8 µM), inactives show at the top dose activity, negative = inhibition, hits mostly inhibitors. 230,000 tested, under 10 active. AID 1477; note: % of control where 0% means no effect
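CBF-beta (His) and RUNX1 (biotin), 30 nM each; 20 min preassociation; + compound, 15 min; + beads 50 ng each (Ni, streptavidin), 90 min; RT; AlphaScreen read.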
TRb SRC2 PPI: inhibitors of human thyroid hormone receptor beta-SRC2 interaction; P10828; AID 1469; 280,000 tested, 0.065% active; Potency, µM (doses to about 106 µM), for inactives: at the highest dose activity change, negative = inhibition, usual class: inhibitors; TRbeta-SRC2 peptide binding, fluorescence polarization; receptor liganded with 1 µM T3;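 note: potency is the fitted concentration of half-maximal effect; plate controls were bound peptide for no effect and peptide without receptor for full effect; nearly all actives have a fitted effect of over 50% in size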
Target sequence (P10828 whole entry, looked up): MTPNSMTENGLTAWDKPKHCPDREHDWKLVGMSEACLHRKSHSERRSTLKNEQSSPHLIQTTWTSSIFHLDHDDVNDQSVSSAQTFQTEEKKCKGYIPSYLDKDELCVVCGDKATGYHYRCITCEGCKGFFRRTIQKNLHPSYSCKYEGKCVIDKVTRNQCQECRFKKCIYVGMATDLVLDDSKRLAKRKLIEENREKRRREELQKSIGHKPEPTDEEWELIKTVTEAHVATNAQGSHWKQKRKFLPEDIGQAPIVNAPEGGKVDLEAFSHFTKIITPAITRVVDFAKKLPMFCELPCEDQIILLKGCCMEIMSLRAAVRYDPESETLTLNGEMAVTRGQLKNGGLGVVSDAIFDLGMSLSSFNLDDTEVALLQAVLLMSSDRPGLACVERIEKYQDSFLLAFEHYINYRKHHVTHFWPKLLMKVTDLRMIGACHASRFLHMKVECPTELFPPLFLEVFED
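Compounds were added to 0.6 uM TRb ligand-binding domain and 20 nM Texas Red-labeled SRC2 peptide in Tris buffer containing 1 uM T3, incubated 5 hr at ambient temperature, then read by fluorescence polarization.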
Tau fluor cs: counter-screen for tau fibril formation inhibitors. Potency, µM (titrated, usually from 57.7 µM), without a hit: top-dose activity change, negative = decrease. 280,000 tested, 0.93% active. tau K18 P301L Alexa594 fluorescence, heparin fibrillization; note: potency is the fitted concentration of half-maximal effect; % is set by controls: 0 for no effect and ±100 for the full control effect; nearly all actives have a fitted effect of over 55% in size
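Human tau K18 P301L (15 uM unlabeled, 0.24 uM Alexa 594-labeled) in 100 mM sodium acetate pH 7 with 20 uM heparin, 6 hr at 37 C. ThT 30 uM added, 1 hr ambient; Alexa 594 FP and total fluorescence read at 555/632 nm.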
Active calls of the source: *; ? = inconclusive; nt = no result given; & = joins results of further samples; [ ] = dose if it differs, or a comment. Unless noted, calls come from the whole dose curve; as a rule, active = well fitted curve in the direction sought with a large enough effect; inconclusive = small, poorly fitted or top-dose-only effect, or another doubt; inactive = no such curve, though single readings can be large; an effect the other way counts as inactive or inconclusive. These rows are one share of the data, so the mix of outcomes need not match the whole.

Values run as follows: Tau FP inhib	NPSR antagonist	TexasRed fluor	Epigenetic reg	GLA spleen mod	CBFb-RUNX1 inh	TRb SRC2 PPI	Tau fluor cs
> COCCNC(=O)c1nn(-c2cc(OC)cc(OC)c2)c(=O)c2ccccc12
 : -3.7%	-10.5%[46.1 µM]	0.8%	1.2%	7.7%	3.7%	2.1%	-14.8%
> CCc1nn(C)c(N)c1C
 : 2.7%	-28.3%	-1.9%	-1.0%	1.7%	0.2%	0.7%	-6.0%
> COC(=O)C1=C(C)N(Cc2ccccc2)C(=O)N[C@H]1c1ccccc1
 : -21.2%&-2.8%	-2.0%	-1.2%&-1.1%	-1.1%&-1.0%	7.0%&1.4%	-7.7%	-3.3%&11.1%	-26.1%&-7.5%
> O=C(N/N=C/c1ccc(COc2ccc(Br)cc2)o1)c1ccco1
 : -6.3%	31.7%	-1.9%	0.1%	-7.8%	-6.5%	1.2%	-14.7%
> Fc1ccc(CSc2nsc(SCc3ccc(F)cc3)n2)cc1
 : -11.7%	?	-1.2%	0.9%	4.0%	?	-13.3%	-14.2%
> CCc1nnc(NC(=O)[C@@H]2CCCN2S(=O)(=O)c2ccc3c(c2)OCCO3)s1
 : 0.1%	-10.5%[46.1 µM]	-1.1%	0.2%	7.5%	1.8%	6.4%	-0.8%
> Cc1nc2c(-c3ccccc3)c(C)nn2c(C)c1CCC(=O)NCc1ccccc1
 : -2.0%	nt	-7.8%	0.0%	nt	nt	0.2%	-11.8%
> CC1(C)CC(=O)C(C(=O)CCCCC(=O)C2C(=O)CC(C)(C)CC2=O)C(=O)C1
 : -4.6%	-1.9%[46.1 µM]	1.4%	-1.8%	-4.9%	-3.5%	-9.7%	-12.7%
> Cc1noc(C)c1C(=O)OCC(=O)Nc1ccccc1C(=O)NC(C)c1ccccc1 (stereo not given)
 : -1.5%	-14.5%[46.1 µM]	1.2%	0.0%	4.3%	0.1%	2.1%	-19.7%
> COC(=O)CCCC1=CC2=C(c3ccccc3)C(=O)C(C)(OC(=O)C3CCCC3)C(=O)C2=CN1CCCOC(C)C (stereo not given)
 : 10.7%[11.6 µM]	nt	-17.4%[11.2 µM]	nt	-7.2%[17.5 µM]	-9.2%[13.1 µM]	6.7%[11.2 µM]	-15.9%[11.6 µM]
> Cc1cccc(NC(=O)c2cnc3ccccn3c2=O)c1
 : 6.2%	-16.9%[46.1 µM]	-4.8%	0.0%	-3.1%	10.8%	-2.3%	1.3%
> O=C(c1ccccc1)c1ccc(O)cc1O
 : 6.6%	12.7%	1.0%	2.3%	1.3%	0.2%	-0.2%	-7.8%
> Cc1nn(C(=O)c2ccc(Cl)cc2)c(C)c1Sc1ccc(Cl)cc1
 : 7.2%	nt	0.1%	0.0%	nt	nt	-8.3%	1.6%
> O=C(NCCN1C(=O)S/C(=C\c2cccnc2)C1=O)c1cccc(OC(F)F)c1
 : ?	9.6%	-2.2%[53 µM]	0.0%	4.8%	-2.5%	3.6%[53 µM]	-6.5%
> COc1ccc(NCc2cccn2-c2nnc(N3CCOCC3)s2)c(OC)c1
 : 6.4%	nt	2.7%	-0.4%	nt	nt	8.3%	-7.9%
> COCC(C)NC(=O)C(C)Oc1ccccc1 (stereo not given)
 : 5.1%	12.2%	-1.4%[53 µM]	-0.3%	-0.6%	13.5%	-5.4%[53 µM]	9.1%
> O=C(Nc1ccccc1)N(Cc1ccc(F)cc1)c1ccccn1
 : -2.9%	nt	8.2%	0.0%	nt	nt	-1.9%	-17.4%
> COc1cc(OC)c(C(=O)OC(C)C(=O)Nc2cccc(C(F)(F)F)c2)cc1OC (stereo not given)
 : 6.8%	-10.0%	-0.6%	-4.1%	-12.9%	0.3%	-2.2%	-3.4%
> Cc1nnc2sc(-c3ccccn3)nn12
 : 4.1%	-6.9%[46.1 µM]	1.0%	-1.1%	0.5%	-2.8%	2.9%	1.8%
> O=C(CCSCCc1ccccn1)Nc1ccccn1
 : -1.4%	3.8%[46.1 µM]	-0.6%	-2.5%	-2.5%	-1.3%	-11.0%	-8.5%
> CC(C)C(=O)Nc1nnc(SCC(=O)Nc2ccc3c(c2)OCO3)s1
 : 3.5%	22.7%	9.4%	0.0%	2.0%	-3.8%	7.1%	6.8%
> Cc1ccc(-n2ncc(C(=O)O)c2C2CCN(C(=O)OC(C)(C)C)CC2)cc1
 : 0.2%	-9.7%[46.1 µM]	-2.0%	-1.8%	2.7%	9.4%	0.0%	-7.6%
> CCOC(=O)C1C(=O)NC(N2CCOCC2)=NC1C(C)C (stereo not given)
 : -7.8%	-8.4%[46.1 µM]	-0.8%	0.8%	5.7%	-0.5%	-3.0%	-6.3%
> O=C(c1cccs1)N1CCN=C1SCc1ccc(F)cc1
 : -14.2%	1.9%	-2.0%	-0.4%	11.1%	8.3%	1.1%	-15.7%
> CN(CC(=O)NC1CCCCC1)S(=O)(=O)c1cccc2nsnc12
 : -3.2%	-10.6%[46.1 µM]	-0.8%	0.2%	2.8%	-1.4%	-1.7%	-3.5%
> O=S(=O)(c1ccc(Cl)cc1)c1nc(-c2ccco2)oc1SCc1ccc(F)cc1
 : ?	nt	0.3%	-1.3%	nt	nt	2.1%	?
> Cc1ccc(C2NC(c3ccc(C)cc3)C(C)C(=O)C2C)cc1 (stereo not given)
 : -14.0%	?	-3.1%	0.0%	1.7%	14.3%	5.3%	-22.2%
> O=C(C[n+]1cc(-c2ccc(Cl)c(Cl)c2)n2c1CCC2)c1cccs1
 : -3.4%	-8.6%	-2.5%	1.0%	9.8%	7.8%	0.1%	-3.6%
> CCCN(C(=O)c1cc(S(=O)(=O)N2CCCCC2)ccc1Cl)C1CCS(=O)(=O)C1 (stereo not given)
 : -0.1%	14.4%	0.8%	2.6%	-1.2%	3.9%	3.0%	-2.5%
> Oc1c(C(c2ccccc2Cl)N2CCCC2)sc2nc(-c3ccco3)nn12 (stereo not given)
 : 0.2%	nt	-1.0%	3.5%	nt	nt	-7.5%	2.0%

Random excerpt: two compounds from above.
Values run as follows: Tau FP inhib	NPSR antagonist	TexasRed fluor	Epigenetic reg	GLA spleen mod	CBFb-RUNX1 inh	TRb SRC2 PPI	Tau fluor cs
> Oc1c(C(c2ccccc2Cl)N2CCCC2)sc2nc(-c3ccco3)nn12 (stereo not given)
 : 0.2%	nt	-1.0%	3.5%	nt	nt	-7.5%	2.0%
> CCc1nnc(NC(=O)[C@@H]2CCCN2S(=O)(=O)c2ccc3c(c2)OCCO3)s1
 : 0.1%	-10.5%[46.1 µM]	-1.1%	0.2%	7.5%	1.8%	6.4%	-0.8%

Two compounds from above, showing only CBFb-RUNX1 inh:
| SMILES | CBFb-RUNX1 inh |
| --- | --- |
| Cc1nnc2sc(-c3ccccn3)nn12 | -2.8% |
| CC1(C)CC(=O)C(C(=O)CCCCC(=O)C2C(=O)CC(C)(C)CC2=O)C(=O)C1 | -3.5% |

(next part)
Values run as follows: Tau FP inhib	NPSR antagonist	TexasRed fluor	Epigenetic reg	GLA spleen mod	CBFb-RUNX1 inh	TRb SRC2 PPI	Tau fluor cs
> COC(=O)C(CCSC)NC(=O)Cn1ncc2c(=O)oc3ccccc3c21 (stereo not given)
 : 0.5%	-8.6%[46.1 µM]	1.9%	-0.9%	4.3%	-2.6%	-16.2%	5.2%
> CC(C)(C)Sc1ccc(N)nc1
 : -13.3%	11.2%[7.67 µM]	0.3%	-2.0%	-12.2%	0.4%	-5.2%	-5.2%
> COc1ccc(CNC(=O)Cn2ccc3cc(S(=O)(=O)N4CCCC4)ccc32)c(OC)c1
 : 3.1%	nt	-1.5%	1.1%	nt	nt	-3.1%	-11.7%
> COc1cc(/C=N/NC(=O)Cc2ccccc2)ccc1Oc1ccc([N+](=O)[O-])cc1[N+](=O)[O-]
 : 6.2%	-7.5%	?	1.1%	6.4%	-5.7%	0.8%	4.4%
> Cc1cc(C)c(NC(=O)CS)c(Cl)c1
 : ?	-9.2%	-1.1%	-4.6%	-5.0%	9.1%	0.3%	-8.2%
> O=C(Cc1c(F)cccc1Cl)NCCCn1ccnc1
 : 4.3%	4.9%[46.1 µM]	-3.5%	-0.9%	0.8%	1.4%	1.0%	8.1%
> CCC(Oc1ccccc1)C(=O)Nc1nnc(S(=O)(=O)Nc2ccccc2)s1 (stereo not given)
 : 0.5%	nt	?	0.0%	nt	nt	-8.0%	-14.5%
> O=C(COC(=O)/C=C/c1cccc(C(F)(F)F)c1)NCc1ccccc1
 : 3.1%	12.5%	-3.3%	0.0%	2.5%	4.5%	1.0%	11.0%
> CN(C)C(=O)COc1ccc(Oc2ccccc2)cc1
 : 5.1%	5.3%	-3.8%	0.2%	-0.2%	5.5%	-2.2%	-5.9%
> O=S1(=O)N=C(Nc2ccc(S(=O)(=O)N3CCCCC3)cc2)c2ccccc21
 : ?	12.0%[7.67 µM]	-1.8%	-0.6%	0.7%	-7.9%	2.1%	-26.0%
> CC(C)(C)NS(=O)(=O)c1ccc(CCC(=O)NCc2cccnc2)cc1
 : -7.4%	0.7%[46.1 µM]	-0.8%	4.8%	-5.1%	-0.8%	-2.1%	-5.6%
> COc1cccc(NC(=O)N2CCN(c3cccc(C)c3)C(C)C2)c1 (stereo not given)
 : 2.6%	-17.7%[46.1 µM]	1.6%	2.2%	2.8%	-0.8%	-4.6%	-16.4%
> CC(C)c1[nH]nc2c1C(c1cccs1)C(C#N)=C(N)O2 (stereo not given)
 : -3.9%	19.7%[46.1 µM]	-2.7%	0.0%	1.0%	-7.0%	3.1%	-10.6%
> CCCCNC(=O)C(c1ccc(OCC(=O)OC)c(C(=O)OC)c1)N(Cc1ccccc1)C(=O)CCCCCN1C(=O)NC(c2ccc(-c3ccccc3)cc2)C(C(=O)OCc2ccccc2)=C1C (stereo not given)
 : 5.7%	nt	-1.0%	-1.3%	10.8%	-23.2%	2.1%	-1.2%
> CCCN1CCN(CC2=C(C(=O)OCC)C(c3ccc(Cl)cc3)NC(=O)N2)CC1 (stereo not given)
 : -3.4%	nt	1.3%	-1.4%	nt	nt	3.3%	-5.4%

Screens (PubChem BioAssay)
